BioA inh – M. tuberculosis BioA enzyme inhibitors, primary screen, biochemical, plate reader, single point, HTS; purified M. tuberculosis BioA enzyme; inhibition, % at 9.99 µM; 360,000 compounds, 0.096% hits; in the data active means inhibition above about 40%; inconclusive means no clear call, values can overlap the other calls
Rv3671c protease – Rv3671c serine protease inhibitors, primary screen, biochemical, fluorescence polarization, M. tuberculosis H37Rv; P9WHR9; inhibition, % at 5.96 µM; 320,000 compounds, 0.048% hits; in the data active means inhibition above about 38%;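 further: extracellular domain of Rv3671c used as enzyme; 0% = enzyme with DMSO and 100% = no enzyme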
Target sequence (P9WHR9 whole entry, looked up, the tested form may be a part): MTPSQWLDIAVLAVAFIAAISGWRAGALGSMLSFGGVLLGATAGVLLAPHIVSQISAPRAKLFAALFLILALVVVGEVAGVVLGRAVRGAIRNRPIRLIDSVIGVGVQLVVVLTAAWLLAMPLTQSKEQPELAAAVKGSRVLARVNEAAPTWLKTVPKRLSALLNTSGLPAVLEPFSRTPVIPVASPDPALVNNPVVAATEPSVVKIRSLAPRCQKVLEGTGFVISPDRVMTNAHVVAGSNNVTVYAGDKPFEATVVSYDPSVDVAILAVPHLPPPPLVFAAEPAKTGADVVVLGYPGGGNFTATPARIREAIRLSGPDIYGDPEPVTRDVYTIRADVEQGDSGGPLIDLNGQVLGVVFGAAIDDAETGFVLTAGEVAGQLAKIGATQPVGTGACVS
VHR inh abs – VHR1 phosphatase inhibitors, primary screen, biochemical, absorbance, uHTS | recombinant VHR phosphatase, pNPP absorbance | inhibition, % at 13.3 µM | 290,000 compounds, 0.52% hits; in the data active means inhibition above about 50%; further: some compounds called inactive have numbers as strong as hits
Target sequence (P51452 whole entry, looked up): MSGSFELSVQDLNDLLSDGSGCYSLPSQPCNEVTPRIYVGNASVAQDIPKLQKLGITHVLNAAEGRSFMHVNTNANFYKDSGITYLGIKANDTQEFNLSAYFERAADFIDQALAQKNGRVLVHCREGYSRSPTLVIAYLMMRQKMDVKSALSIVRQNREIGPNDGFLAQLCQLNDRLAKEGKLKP
CCHFV vOTU inh – CCHFV vOTU protease inhibitors, primary screen, biochemical, Pep-AMC substrate, fluorescence. inhibition, % at 11.5 µM. Crimean-Congo hemorrhagic fever virus L polyprotein viral ovarian tumor (vOTU) protease …. 370,000 compounds, 0.55% hits; further: 0% = vehicle wells with enzyme and 100% = no enzyme wells
GDH-TPI counter – GDH-TPI coupling enzyme inhibitors, primary screen, artefact control for M. tuberculosis FBA inhibitor project, biochemical, absorbance, full deck; GDH-TPI coupled enzyme counterscreen, NADH absorbance; inhibition, % at 4.8 µM; 360,000 compounds, 1.2% hits; AID 588335, 2011;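 further: 0% = DMSO wells and 100% = wells lacking the enzyme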
BoNT F protease – BoNT/F light chain protease inhibitors, primary screen, biochemical, flow cytometry, MLPCN library; inhibition, % at 10 µM; AID 588497, 2011; Multiplex microsphere protease cleavage assay; 360,000 compounds, 0.22% hits; in the data active means inhibition above about 35%, passing the limit was not always enough; inconclusive means no clear call, values can overlap the other calls; further: plate controls were buffer without enzyme for full effect and enzyme alone for no effect
FadD28 binding – inhibitors of FadD28 bisubstrate probe binding, primary screen, biochemical, fluorescence polarization, single point; Mycobacterium tuberculosis FadD28 fatty-acid-AMP ligase; inhibition, % at 12.5 µM; 360,000 compounds, 0.22% hits; in the data active means inhibition above about 8.5%, passing the limit was not always enough; inconclusive means no clear call, values can overlap the other calls
FBA Mtb inh – Mtb FBA enzyme inhibitors, primary screen, biochemical, fluorescence, strain H37Rv; 360,000 compounds, 2.3% hits; purified M. tuberculosis FBA, fluorescence read-out; Fructose-bisphosphate aldolase (Mycobacterium tuberculosis (strain ATCC 25618 / H37Rv)), …; inhibition, % at 1 µM; in the data active means inhibition above about 27%;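 further: 0% = vehicle and 100% = reference inhibitor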
Target sequence (P9WQA3 whole entry, looked up): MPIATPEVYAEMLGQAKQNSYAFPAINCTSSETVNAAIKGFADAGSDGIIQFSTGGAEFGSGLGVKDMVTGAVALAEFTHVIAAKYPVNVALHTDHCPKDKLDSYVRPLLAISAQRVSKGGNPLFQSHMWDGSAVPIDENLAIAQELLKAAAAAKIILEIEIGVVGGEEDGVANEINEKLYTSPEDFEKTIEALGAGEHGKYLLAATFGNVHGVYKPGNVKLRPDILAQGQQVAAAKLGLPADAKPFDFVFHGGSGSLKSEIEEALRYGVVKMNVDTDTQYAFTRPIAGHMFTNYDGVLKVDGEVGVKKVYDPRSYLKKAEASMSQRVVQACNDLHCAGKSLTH
UGM FP inh – M. tuberculosis UGM enzyme inhibitors, primary screen, biochemical, fluorescence polarization, single point; 320,000 compounds, 0.06% hits; purified UGM, fluorescence polarization probe displacement; UDP-galactopyranose mutase (Mycobacterium tuberculosis (strain ATCC 25618 / H37Rv)), …; inhibition, % at 10 µM; in the data active means inhibition above about 10%, passing the limit was not always enough; inconclusive means no clear call, values can overlap the other calls
MazEF act – activators of E. coli MazEF toxin-antitoxin RNase, primary screen, biochemical, fluorescence, uHTS. activation, % at 20 µM. FAM/BHQ RNA-DNA oligo cleavage fluorescence, 5 h. 350,000 compounds, 0.32% hits; in the data active means activation above about 50%
Target sequence (P0AE70 whole entry, looked up): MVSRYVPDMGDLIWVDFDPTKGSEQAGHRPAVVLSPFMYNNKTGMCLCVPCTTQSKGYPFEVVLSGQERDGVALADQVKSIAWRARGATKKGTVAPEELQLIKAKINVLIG
Numbers without * were called inactive; ? = inconclusive; nt = not tested or not shown. Unless noted, no stated cut-off is given here; in the data, active means inhibition above about 30%; inactive means the rest.

Under each structure: BioA inh	Rv3671c protease	VHR inh abs	CCHFV vOTU inh	GDH-TPI counter	BoNT F protease	FadD28 binding	FBA Mtb inh	UGM FP inh	MazEF act
[1] O=C(NCCN1CCOCC1)C(=O)NCC1OCCN1S(=O)(=O)c1ccc(F)cc1 (stereo not drawn)
 : -0.2	-1	6	4	0	-9	-3.0	-2	1.2	7
[2] CCOC(=O)C(=CNc1cc(C(F)(F)F)ccc1N1CCOCC1)C(=O)OCC
 : -1.5	1	30	12	32*	?	-2.0	0	-0.3	-2
[3] Cn1c(SCc2nc3ccccc3[nH]2)nnc1-c1cnccn1
 : 3.5	4	25	4	15	9	0.5	2	4.3	7
[4] CC(=O)N1N=C(c2ccc(Cl)cc2)OC12CCCC2
 : nt	-8	-3	-7	-9	?	-2.9	-6	-0.2	-3
[5] O=[N+]([O-])c1ccc(OCCN2CCCCCC2)cc1
 : nt	0	24	3	5	-13	0.3	-5	1.1	-2
[6] COc1cc([N+](=O)[O-])ccc1-c1ccc(/C=N\n2cnnc2)o1
 : -2.1	nt	47	1	12	-2	-0.1	-1	2.0	154*
[7] Cc1ccc(F)c(S(=O)(=O)NC(=O)C2(C)CCN2C(=O)c2sccc2C)c1 (stereo not drawn)
 : -1.8	nt	nt	9	11	0	-3.8	-4	nt	nt
[8] CCOc1ccc(C(=O)NC2CC(=O)N(c3ccc4c(c3)OCCO4)C2)cc1 (stereo not drawn)
 : -0.6	-2	nt	-3	5	nt	-5.1	-1	-2.6	3
[9] O=C(Nc1ccc(F)c(F)c1)c1ccc(-n2cncn2)c([N+](=O)[O-])c1
 : 79*	-3	nt	1	16	-8	-0.8	4	-2.3	8
[10] CCCNC(=O)c1cn(CC)c2cc(N3CCN(C(=O)c4ccco4)CC3)c(F)cc2c1=O
 : -0.2	-6	22	-24	10	-3	-0.4	80*	0.9	2
[11] COc1ccc(S(=O)(=O)NC(CC(=O)NC2CCCC2)c2ccco2)cc1 (stereo not drawn)
 : 0.0	7	0	13	-1	-1	-0.3	2	-0.5	9
[12] O=c1c2cnn(-c3ccccc3)c2ncn1Cc1ccccc1F
 : 0.5	4	8	2	-11	1	-2.6	0	-2.2	12
[13] CCCNC(=O)NC(=O)COc1ccc(-c2ccc(C#N)cc2)cc1
 : nt	-3	18	-8	9	-10	-3.2	7	-3.0	-8
[14] CCCCOc1ccc(C(=O)Nc2cc(C)c(OCC(=O)N3CCOCC3)c(C)c2)cc1
 : -0.4	-5	12	9	0	3	-0.3	0	-2.0	1
[15] COc1ccc(-c2nn(CC(=O)NCCc3ccccc3)c(=S)n2C)cc1
 : nt	-1	1	-2	-7	-7	-1.6	-1	-3.0	-2
[16] O=C(Nc1ccc2c(c1)OCCO2)C1CCN(C(=O)c2ccccc2)CC1
 : 2.4	5	19	3	-6	-5	-1.1	-2	1.2	1
[17] O=C1C(c2ccccc2)=NCCN1C(c1ccc(F)cc1)c1nc2ccccc2[nH]1 (stereo not drawn)
 : 8.3	nt	nt	-3	nt	-3	-0.2	5	nt	nt
[18] COC(=O)C(Cc1ccccc1)NC(=O)c1cc(=O)[nH]c2ccccc12 (stereo not drawn)
 : nt	-8	30	2	4	12	-2.0	7	0.1	-31
[19] COc1ccc(Cl)cc1NC(=O)COC(=O)C1COc2ccccc2O1 (stereo not drawn)
 : nt	2	nt	12	-1	-1	1.1	1	1.7	8
[20] NC(=O)CSc1nnc(Cn2c(=O)sc3ccccc32)n1-c1cccc(Cl)c1
 : -2.3	1	21	1	4	1	0.8	2	2.3	4

Brought forward from above: 3 entries, then new ones.
Under each structure: BioA inh	Rv3671c protease	VHR inh abs	CCHFV vOTU inh	GDH-TPI counter	BoNT F protease	FadD28 binding	FBA Mtb inh	UGM FP inh	MazEF act
[18] COC(=O)C(Cc1ccccc1)NC(=O)c1cc(=O)[nH]c2ccccc12 (stereo not drawn)
 : nt	-8	30	2	4	12	-2.0	7	0.1	-31
[19] COc1ccc(Cl)cc1NC(=O)COC(=O)C1COc2ccccc2O1 (stereo not drawn)
 : nt	2	nt	12	-1	-1	1.1	1	1.7	8
[20] NC(=O)CSc1nnc(Cn2c(=O)sc3ccccc32)n1-c1cccc(Cl)c1
 : -2.3	1	21	1	4	1	0.8	2	2.3	4
[21] CC(C)Oc1snc(Cl)c1C(N)=O
 : -0.6	-4	20	-10	9	1	-1.1	4	-0.9	4
[22] Cc1nc(Cl)c(C(=O)NCc2ccccc2)c(C)c1[N+](=O)[O-]
 : -0.8	5	2	-16	5	12	0.3	4	-1.9	4
[23] O=C(Nc1ccccn1)Nc1ccccc1Cl
 : 0.1	2	16	11	-2	-20	-2.6	1	0.7	-17
[24] N#Cc1ccc(COc2cccc3cccnc23)cc1
 : -0.2	4	20	14	13	-1	-1.7	2	4.3	3
[25] COc1ccc(-c2csc(C(O)(c3ccccc3)C(F)(F)F)n2)cc1 (stereo not drawn)
 : -0.3	nt	nt	11	6	-4	-7.7	-1	nt	nt
[26] Cc1nn(-c2ccccc2)c(Cl)c1/C=N/NC(=O)c1[nH]ncc1Br
 : -0.6	-4	12	-1	3	2	1.1	5	-3.1	4
[27] CCCCNC(=O)C(Cc1ccccc1)NS(=O)(=O)c1ccc2c(c1)c(=O)n(C)c(=O)n2C (stereo not drawn)
 : 0.9	5	15	1	12	-2	-2.6	0	1.7	5
[28] C=CCn1c(Cc2c[nH]c3ccccc23)n[nH]c1=S
 : -1.3	-8	-10	-3	-6	-1	-0.1	2	3.9	1
[29] O=C(CSc1nc2ccccc2c(=O)n1-c1ccc(F)c(Cl)c1)Nc1ccc2c(c1)CCC2
 : -0.6	nt	nt	-7	13	1	-1.5	5	nt	nt
[30] Cc1cc[n+](-c2[nH]c(=O)sc2/C=N/N=C(\[O-])CCn2c3ccccc3c3ccccc32)cc1
 : 0.1	15	-15	23	10	?	-1.8	0	0.7	-5
[31] Cc1ccc(CSc2n[nH]c(N)n2)cc1
 : 0.0	-2	-9	-10	-10	-1	-4.6	5	-1.5	9
[32] COc1cccc(C2c3c(oc4ccccc4c3=O)C(=O)N2c2ccccn2)c1 (stereo not drawn)
 : -1.1	-15	42	-2	15	-14	-1.7	6	0.6	4
[33] O=C(NC1CCCCC1)C(c1cccnc1)N(C(=O)CCl)c1cccc(Cl)c1 (stereo not drawn)
 : 2.0	0	-9	5	-7	1	-4.5	2	2.1	25
[34] Cc1ccc(S(=O)(=O)N2CCC(=O)N(C(COCc3cccc(Cl)c3)Cc3ccccc3)CC2)cc1 (stereo not drawn)
 : -6.7	-4	12	-3	18	0	-0.6	7	2.0	1
[35] COc1ccc(NC(=O)c2cccc(OC(=S)N3CCOCC3)c2)cc1
 : -0.8	-6	21	-11	9	1	-2.1	9	1.6	4
[36] Cc1ccc(S(=O)(=O)N(C)c2ccc(OCC(=O)NCc3ccco3)cc2)cc1
 : 1.6	-7	27	-5	8	6	-0.6	1	1.5	1
[37] CCOc1cccc(-c2nnc3sc(COc4ccccc4)nn23)c1
 : 0.2	-10	13	4	-10	-2	-1.8	0	-2.1	-6
[38] COc1ccc(CCn2c(C)cc(C(=O)COC(=O)c3ccc(O)cc3O)c2C)cc1
 : nt	nt	nt	-6	8	-3	-0.1	0	nt	3
[39] Cc1sc(NC(=O)CN2C(=O)NC3(CCCC3)C2=O)nc1-c1ccc(F)cc1
 : 2.2	0	nt	-7	-7	7	-1.9	3	-0.8	-3
[40] CCOC(=O)CSc1nc(C)c(Oc2ccc(Cl)cc2Cl)c(=O)[nH]1
 : -0.4	-3	12	7	1	2	-0.8	3	4.0	-23
[41] CC(Oc1ccc(F)cc1)c1nnc(SCC(=O)N(c2ccccc2)C2CCS(=O)(=O)C2)o1 (stereo not drawn)
 : 0.3	nt	nt	1	9	22	-0.9	3	nt	-10
[42] Cc1ccc(C2C(C#N)=C(N)N(c3cccnc3)C3=C2C(=O)CCC3)c(C)c1 (stereo not drawn)
 : nt	9	38	-16	8	-3	-0.6	11	0.6	7
[43] C[C@@H](CO)NC(=O)c1[nH]cnc1C(=O)Nc1ccc(CNC(=O)OC(C)(C)C)cc1
 : 0.0	nt	nt	18	19	-4	-1.3	5	nt	9
[44] Cc1ccc(N2CCN(C(=O)CCc3nc4ccccc4[nH]3)CC2)c(C)c1
 : 1.1	2	27	-3	10	4	-1.4	6	-2.4	-16
[45] Cc1ccc(NC(=O)CN2C(=O)N/C(=C/c3cc(C)n(-c4cccc(C(=O)O)c4)c3C)C2=O)cc1
 : nt	nt	-3	22	18	-4	49*	2	nt	-1
[46] CC(C)(C)c1ccc(C(=O)NCCn2c(N)c(C#N)c3nc4ccccc4nc32)cc1
 : nt	-15	-14	-96	3	-2	-3.4	144*	0.7	-16
[47] COC(=O)c1c(NC(=O)c2ccco2)sc2c1CCC2
 : 2.5	3	0	-4	3	-3	-2.9	4	-0.1	10
[48] O=C(COc1ccccc1)NC(=S)Nc1ccc2c(c1)Cc1ccccc1-2
 : nt	-6	-1	-4	7	6	-1.7	0	-1.0	-10
[49] Cn1cnnc1SCc1ccccc1Br
 : -0.4	-11	12	-12	2	-4	-0.8	3	0.5	2
[50] CCCCc1cc2c(cc1NC(=O)CN1CCCCC1)OCCO2
 : -1.3	1	6	2	-1	-8	-0.3	5	0.8	-5
[51] Cc1ccc(NC(=O)C2C(=O)N(C)c3ccccc32)cc1 (stereo not drawn)
 : -3.8	-8	-7	-12	4	-3	-3.1	-1	-1.1	3
[52] Cc1c(Cl)cccc1NC(=S)NCC1COc2ccccc2O1 (stereo not drawn)
 : nt	-5	20	7	3	-2	-2.4	2	-0.4	12
[53] Cn1c2ccccc2c(=O)c2cc(C#Cc3ccccn3)ccc21
 : -0.5	-9	-7	-65	26	5	-4.1	186*	-0.8	9
[54] Cc1cccnc1NC(=O)c1cccc(S(=O)(=O)NCc2ccccc2)c1
 : nt	-8	nt	3	13	1	-1.9	3	2.8	2
[55] O=Cc1c(N2CCN(c3ccccc3)CC2)nc2ccccn2c1=O
 : nt	1	-7	2	13	1	-2.5	-1	8.4	1
[56] Cn1c(NC2CCCCC2)c(N=O)c(=O)n(C)c1=O
 : nt	-2	-13	-6	3	-2	-3.1	0	-1.3	11
[57] CC(C)(C)OC(=O)n1cc(C(=O)c2ccccc2O)cn1
 : 1.1	3	-17	12	3	2	-3.6	-1	1.2	9
[58] FCCCOc1ccc(/C=N/OCc2c(Cl)cccc2Cl)cc1
 : 0.1	11	13	22	-3	-8	-5.0	-1	0.7	-3
[59] O=C(COc1ccc(Br)cc1)Nc1ccc([N+](=O)[O-])cn1
 : nt	0	25	-1	7	-3	-2.5	-1	-1.6	5
[60] COC(=O)c1ccc(NC(=S)NC2CC2)cc1
 : 0.0	2	12	6	5	-7	-2.0	5	0.2	6
[61] CSCCC(c1nnnn1-c1c(C)cccc1C)N1CCN(C/C=C/c2ccccc2)CC1 (stereo not drawn)
 : -2.1	nt	nt	13	nt	-1	-0.1	0	nt	nt
[62] COc1ccc(OC(=O)Nc2ccc([N+](=O)[O-])cc2OC)cc1
 : -0.5	-7	24	16	5	?	-3.0	1	-2.0	9
[63] COC(=O)c1sc(N)c(C(=O)OC)c1COC(=O)CNS(=O)(=O)c1cccc(C#N)c1
 : nt	4	-4	4	11	-2	-1.2	-1	1.2	-1
[64] CCC(=O)c1ccc(OCC(=O)OCC(=O)c2cc(C)n(CC3CCCO3)c2C)cc1 (stereo not drawn)
 : -1.1	-1	nt	28	6	-2	1.0	-1	-0.9	1
[65] CCOC(=O)CSc1nc2c(c(=O)n(C)c(=O)n2C)n1Cc1ccccc1F
 : -0.9	0	9	-6	7	1	0.3	4	-1.6	2

From PubChem
